# mABHD4 FP – inhibitors of mouse ABHD4. Q8VD66. purified mABHD4, FP-Rh probe fluorescence polarization. inhibition, % at 8.92 µM. 370,000 tested, 0.54% active. AID 720543;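 active means inhibition exceeding the mean over every tested compound plus 3 SD, cut at about 30% in these data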;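 further: 0% = plate median of compound wells and 100% = S159A mutant with DMSO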
#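 Assay system: wild-type mouse ABHD4 protein; compound: single nominal dose of 8.92 µM, 0.89% DMSO final; schedule: 45 min + 60 min at 25 °C; measured by: FP readout, ex 525 nm / em 598 nm; evaluation: % inhibition of FP-Rh probe binding versus controls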
# GC-B act – GC-B (human) receptor activation; HEK293-GC-B cells, CNP EC30, cGMP TR-FRET; 0% at EC30 CNP, 100% saturating CNP; 370,000 tested, 0.11% active; AID 1920062; activation, % at 10 µM;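 active means activation at 10 µM reaching about 35% in either raw or pattern-adjusted values, limit read from the data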
# HTRA1 inhibitor – blocks human HTRA1 serine peptidase; 340,000 tested, 0.5% active; inhibition, % at 5.96 µM; AID 504803; recombinant HTRA1, FP-rhodamine activity-based probe, fluorescence polarization; Q92743; in the data active means inhibition above about 36%;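 further: 0% = enzyme with DMSO and 100% = wells lacking enzyme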
# Target sequence (Q92743 whole entry, looked up): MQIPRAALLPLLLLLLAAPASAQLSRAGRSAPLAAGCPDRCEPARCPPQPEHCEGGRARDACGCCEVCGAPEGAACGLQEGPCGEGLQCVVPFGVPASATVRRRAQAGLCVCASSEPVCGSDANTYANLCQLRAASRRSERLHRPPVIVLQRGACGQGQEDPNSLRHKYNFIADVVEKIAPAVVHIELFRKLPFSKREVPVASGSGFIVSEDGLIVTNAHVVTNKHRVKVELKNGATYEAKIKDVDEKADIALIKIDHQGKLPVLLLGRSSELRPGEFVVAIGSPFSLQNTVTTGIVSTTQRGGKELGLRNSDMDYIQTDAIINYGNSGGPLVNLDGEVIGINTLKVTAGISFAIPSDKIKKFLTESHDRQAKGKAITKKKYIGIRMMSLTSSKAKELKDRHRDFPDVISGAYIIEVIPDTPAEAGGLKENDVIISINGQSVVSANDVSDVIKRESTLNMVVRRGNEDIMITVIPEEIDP
# UHRF1 binding – human UHRF1 methylated DNA binding inhibitors; Q96T88; UHRF1 binding to methylated oligo, TR-FRET; inhibition, % at 4.4 µM; 370,000 tested, 0.75% active; in the data active means inhibition above about 21%;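 further: UHRF1 SRA domain binding a hemimethylated CpG hairpin DNA probe; 0% = median of test compound wells and 100% = reference inhibitor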
# PRMT1 FP inh – inhibitors of human PRMT1. recombinant PRMT1, activity-based probe fluorescence polarization. 370,000 tested, 1.3% active. Q99873. inhibition, % at 2.79 µM. AID 652257;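 active means inhibition above about 21% made by adding two undisclosed values, limit read from the data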
# Target sequence (Q99873 whole entry, looked up): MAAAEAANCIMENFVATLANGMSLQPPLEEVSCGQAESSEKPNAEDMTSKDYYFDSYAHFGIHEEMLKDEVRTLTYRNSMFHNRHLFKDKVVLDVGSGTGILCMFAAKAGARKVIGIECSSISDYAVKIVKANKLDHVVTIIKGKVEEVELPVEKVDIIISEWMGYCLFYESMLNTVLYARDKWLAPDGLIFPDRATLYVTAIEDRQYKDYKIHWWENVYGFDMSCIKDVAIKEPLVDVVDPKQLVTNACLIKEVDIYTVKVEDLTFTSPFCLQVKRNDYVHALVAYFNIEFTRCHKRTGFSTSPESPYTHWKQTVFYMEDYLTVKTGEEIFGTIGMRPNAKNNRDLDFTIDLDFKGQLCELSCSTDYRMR
# rCAG RNA binder – r(CAG) repeat RNA binding. 370,000 tested, 1.3% active. inhibition, % at 3 µM. AID 651821. TO-PRO-1 dye displacement fluorescence;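 active means inhibition above the plate cutoff, the mean of all test compounds on that plate plus 3 SD, cut at about 35% in these data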;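 further: 0% = DMSO alone and 100% = 100 µM mitoxantrone as full dye displacement; higher means more dye released from RNA so lower well fluorescence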
# MBD2 DNA inh – MBD2-methylated oligo binding inhibition; TR-FRET, MBD2 binding to methylated oligonucleotide; inhibition, % at 4.4 µM; 370,000 tested, 0.31% active; in the data active means inhibition above about 13%
# NPR1 activator – GC-A (human) enzyme activation; P16066; HEK293 GC-A cells, cGMP TR-FRET, EC30 ANP; 0% at EC30 ANP, 100% saturating ANP; activation, % at 10 µM; 370,000 tested, 0.14% active; in the data active means activation above about 40%
# TCR CD3 inh – inhibitors of human TCR-CD3 interaction; TAMRA-labeled TCR probe fluorescence, biochemical; inhibition, % at 9.4 µM; AID 651800; 360,000 tested, 0.37% active; in the data active means inhibition above about 19%;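 further: recombinant mutant TCR 2C K166C tagged with TAMRA read by polarization; 0% = receptor in buffer alone and 100% = receptor with positive control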
# SIAE inh – human SIAE inhibition, primary screen. Q9HAT2. SIAE FP-Rh probe binding, fluorescence polarization. inhibition, % at 9.66 µM. 370,000 tested, 0.69% active. AID 1053197;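 active means inhibition above a cutoff: mean of compounds within the control limits plus 3 SD of those, cut at about 17% in these data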;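 further: 0% = plate median of compound wells and 100% = probe without SIAE protein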
# * hit, by the source's call; . = not tested or not shown. These rows are one share of the data; the hit share may differ from the screen's.
item	canonical_smiles	MBD2 DNA inh	rCAG RNA binder	GC-B act	HTRA1 inhibitor	TCR CD3 inh
1	COc1ccc(C)cc1NC(=O)CN1CCCN(S(=O)(=O)c2ccc(Br)cc2)CC1	1	-4	-6	-26	1
2	C=CCNC(=O)C1CCN(c2cnccn2)CC1	1	-1	4	1	0
3	Clc1cccc(C[n+]2cc(-c3ccccc3)n3c2CCC3)c1	-1	4	4	-1	-2
4	Fc1cccc(Cc2noc(CN3CCSCC3)n2)c1	1	-4	1	4	-1
5	O=C(CCn1c(=O)c2ccccc2n(CC(=O)NC2CCCC2)c1=O)NCCc1ccc(Cl)cc1	0	-1	-11	2	6
6	CC(=O)Nc1c2c(nn1-c1ccccc1)CSC2	1	3	4	-3	0
7	Cc1ccc(NC(=O)Cn2cncc2-c2ccc([N+](=O)[O-])cc2)cc1C	2	12	5	-3	5
8	CN(C)S(=O)(=O)c1cccc(NC(=O)CNC2CCCCC2)c1	1	-2	-4	-4	4
9	Cc1cc(S(=O)(=O)N2CCN(c3ccccc3F)CC2)ccc1-n1cnnn1	7	3	4	-2	-6
10	O=C(O)CCn1c(=O)sc2ccccc21	5	4	1	1	-7
11	CCc1ccc2[nH]c(=O)c(CN(Cc3nnnn3C3CCCC3)C3CCCCC3)cc2c1	-6	6	.	-32	6
12	S=C(Nc1cccnc1)N1CCCCC1	-3	-1	-3	4	6
13	CC(=O)c1sc(-c2ccc(F)cc2)cc1NS(=O)(=O)c1ccc(C)cc1	1	1	-6	3	-5
14	CCCN(CCC)CCNC(=O)C1c2ccccc2C(=O)N2CCc3ccccc3C12 (centres undefined)	-3	-2	1	5	5
15	Cc1cn(C2CC(O)C(O)C(CO)O2)c(=O)[nH]c1=O (centres undefined)	-2	0	1	.	2

item	PRMT1 FP inh	mABHD4 FP	SIAE inh	NPR1 activator	UHRF1 binding
1	-3	-2	4	-2	-1
2	-1	1	-11	-1	-1
3	4	-2	-5	-4	6
4	-1	-1	-6	1	2
5	-2	7	9	-4	-2
6	0	5	0	4	-1
7	-4	-3	-13	1	2
8	-4	3	-1	-4	-1
9	6	-3	5	-1	6
10	5	-8	-2	3	6
11	3	2	-1	.	-5
12	-2	3	2	1	-1
13	1	2	-6	5	1
14	-6	-4	-10	-4	4
15	-3	5	0	2	-1

# Going on with the list.
item	canonical_smiles	MBD2 DNA inh	rCAG RNA binder	GC-B act	HTRA1 inhibitor	TCR CD3 inh
16	COc1ccc(C(=O)CSc2nnc(-c3cc(C)on3)o2)cc1	-5	6	-4	-2	2
17	CN1C[C@@H]2[C@@H]3C(=O)N(C)C(=O)[C@@H]3[C@](Cc3ccccc3)(C1=O)N2C(=O)c1ccccc1	-3	2	-3	-5	-3
18	O=C(Nc1nnc(-c2ccccc2)o1)C1CCCCC1	2	3	0	5	3
19	COc1cccc(C(=O)Nc2cc([N+](=O)[O-])ccc2N2CCN(C)CC2)c1	-1	-2	-3	5	4
20	Cc1c(C)c2ccc(O)c(CN3CCN(C)CC3)c2oc1=O	-4	-2	3	-1	-2
21	C[C@H]1CN([C@@H](C)CO)S(=O)(=O)c2ccc(Br)cc2O[C@H]1CN(C)Cc1ccc(F)cc1	-5	1	-17	-17	3
22	N#Cc1ccc(CSc2ccccn2)c(Cl)c1	1	-6	0	-2	-8
23	Cc1nnc(N/N=C/c2ccc([N+](=O)[O-])cc2)n1N	-2	1	-3	6	-14
24	COCc1nnc(NC(=O)CCC2CCCCC2)s1	3	-3	-1	-1	-1
25	O=S(=O)(NCc1ccco1)c1ccc(Cl)cc1Cl	0	2	-27	8	6
26	Cc1ccccc1NC(=S)N/N=C1\CC(C)(C)Oc2ccc(O)cc21	1	9	-1	18	-12
27	CCC(c1nnnn1Cc1ccccc1)N1CCN(C(=O)c2ccco2)CC1 (centres undefined)	1	-4	4	-3	-4
28	COC(=O)CCn1nnc(-c2ccc(C(C)C)cc2)n1	3	-7	-1	3	1
29	Cc1ccccc1CN1CCc2c(OCC(=O)N3CCCc4ccccc43)cccc2C1=O	3	4	14	-30	3
30	O=C1OC(/C=C/c2ccccc2)=NC/1=C/c1ccco1	-2	18	-1	9	5

item	PRMT1 FP inh	mABHD4 FP	SIAE inh	NPR1 activator	UHRF1 binding
16	2	3	-4	-2	-3
17	1	7	4	0	-1
18	-5	-2	-4	-2	-2
19	0	8	-1	6	-2
20	-1	1	-4	0	3
21	5	-1	3	-22	0
22	5	-10	-11	-2	4
23	10	-6	1	-6	19
24	7	-2	-4	2	2
25	2	1	1	5	-2
26	6	10	16	8	-2
27	0	6	-2	0	-1
28	7	-5	-1	-4	4
29	-3	-6	-1	4	2
30	17	27	8	12	15

# Later entries.
item	canonical_smiles	MBD2 DNA inh	rCAG RNA binder	GC-B act	HTRA1 inhibitor	TCR CD3 inh
31	CCOC(=O)C1=C(C)N=c2s/c(=C\c3cccc(OCC(=O)O)c3)c(=O)n2C1c1ccccc1OC (centres undefined)	5	10	4	13	3
32	Fc1ccccc1Cn1nnc(-c2ccc3c(c2)OCO3)n1	2	-6	-1	-12	1
33	COC(=O)c1c(-c2ccc(OC)cc2)sc2ccc(-c3ccc4c(c3)OCO4)cc12	5	11	0	-5	-3
34	COc1ccc(C(=O)COC(=O)Cc2c[nH]c3ccccc23)c(OC)c1	4	1	-2	-8	-11
35	Cc1cc(C(=O)NNC(=O)c2ccc(Cl)cc2)no1	-4	-1	7	5	-2
36	Cc1ccccc1NC(=O)CN1C(=O)CSc2ccc(S(=O)(=O)N3CCCCC3)cc21	-1	0	7	-6	0
37	Cc1ccc(C)c(NC(=O)COc2coc(CN3CCc4ccccc4C3)cc2=O)c1	-3	2	3	1	2
38	COc1ccc(C)cc1N(CC(=O)N1CCCCCC1)S(=O)(=O)c1ccc(C)cc1	-2	-6	-17	-5	3
39	Cc1ccc(C)c(S(=O)(=O)NC(C)C(=O)Nc2ccc(-c3nc4ccccc4s3)cc2)c1 (centres undefined)	-5	4	-9	-12	1
40	COC(=O)C1=C(C(=O)OC)[C@@H]2N(C)c3ccccc3[C@@]23C[C@@H](CO)N(C(=O)C2CCC2)C3=N1	6	10	-1	2	-3
41	COc1ccc(S(=O)(=O)Nc2ccc3c(c2)C(=O)N([C@H](C)CO)C[C@H](C)[C@H](CN(C)C(=O)Nc2ccc(F)cc2)OCCCC[C@@H](C)O3)cc1	3	11	1	.	5
42	COC(=O)c1sc2ccccc2c1NC(=O)c1coc2ccccc2c1=O	5	1	0	-11	-4
43	C/C(=N/NC(=O)CSc1nc2ccccc2n1C)c1ccncc1	3	0	-8	-4	0
44	O=C(NCCOc1ccccc1F)C1CCC(=O)N(CCc2cccc(F)c2)C1 (centres undefined)	1	-6	-1	0	7
45	O=C1NC[C@H](CCCCN2C[C@H](Cc3ccccc3)N(CCc3ccccc3)C(=O)C2=O)N(CCc2ccc(O)cc2)C1=O	5	1	1	.	-1

item	PRMT1 FP inh	mABHD4 FP	SIAE inh	NPR1 activator	UHRF1 binding
31	7	-4	-2	3	0
32	-1	-8	2	-2	1
33	1	-2	-6	-3	11
34	2	0	-3	-2	1
35	1	2	1	4	2
36	-1	4	5	3	-2
37	-4	-3	-10	-4	3
38	-3	1	-7	-18	1
39	0	-3	-11	-1	-1
40	3	0	-2	-2	-1
41	0	15	-6	3	1
42	4	-11	-11	-8	3
43	0	-3	0	1	-4
44	-1	-1	-8	-7	0
45	4	8	9	3	1

# Following part
item	canonical_smiles	MBD2 DNA inh	rCAG RNA binder	GC-B act	HTRA1 inhibitor	TCR CD3 inh
46	CN(Cc1cc(Cl)cc(Cl)c1)CC(C(=O)c1ccccc1)c1ccccc1 (centres undefined)	6	0	-4	-18	-5
47	Cc1cc(CNC(=O)[C@H]2C[C@@H]2[C@H](NP(=O)(c2ccccc2)c2ccccc2)c2ccccc2)nn1C	0	9	-8	.	1
48	CCCCn1c(N)c(N(CC(C)C)C(=O)Cn2c(=O)oc3ccccc32)c(=O)[nH]c1=O	-3	3	3	1	-3
49	O=C(C1=C(O)C(=O)N(CC2CCCO2)C1c1cccc(Cl)c1)c1ccco1 (centres undefined)	-3	5	3	2	-1
50	CCc1cc(CNC(=O)CC2C(=O)NCCN2Cc2c(F)cccc2Cl)on1 (centres undefined)	3	-4	-2	-1	7
51	CCC(COC)NC(=O)CCc1nnc(Cc2cccc(C(F)(F)F)c2)o1 (centres undefined)	1	-5	-2	-5	-3
52	CCc1ccc(C(C(=O)NCc2ccc(F)cc2)N(C(=O)c2csnn2)C2CC2)cc1 (centres undefined)	0	-2	-11	-6	4
53	COc1ccccc1N1CCN(C(=O)c2sc3nc4n(c(=O)c3c2C)CCC4)CC1	4	-7	1	2	1
54	CC(C)(C)C(=O)N1CCN(c2nc3ccccc3o2)CC1	4	-5	-3	-7	-4
55	CC(C)c1nc(SCC(=O)NC2CCCC2)c2c(=O)n(C)c(=O)n(C)c2n1	5	-4	4	4	1
56	Cc1occc1C(=O)Nc1cnn(CCCC(=O)O)c1	0	2	0	2	10

item	PRMT1 FP inh	mABHD4 FP	SIAE inh	NPR1 activator	UHRF1 binding
46	3	0	-3	-2	4
47	2	4	1	-9	6
48	4	6	16	-2	-1
49	-2	-6	6	4	-4
50	-1	-1	7	3	0
51	-3	-1	0	2	5
52	0	-4	5	-6	-3
53	2	5	0	3	4
54	-2	-2	-3	5	4
55	1	2	6	6	1
56	1	2	-2	-1	3

# Exported with tabs: 11 of the compounds above
No.	Compound	MBD2 DNA inh	rCAG RNA binder	GC-B act	HTRA1 inhibitor	TCR CD3 inh	PRMT1 FP inh	mABHD4 FP	SIAE inh	NPR1 activator	UHRF1 binding
46	CN(Cc1cc(Cl)cc(Cl)c1)CC(C(=O)c1ccccc1)c1ccccc1 (centres undefined)	6	0	-4	-18	-5	3	0	-3	-2	4
47	Cc1cc(CNC(=O)[C@H]2C[C@@H]2[C@H](NP(=O)(c2ccccc2)c2ccccc2)c2ccccc2)nn1C	0	9	-8	.	1	2	4	1	-9	6
48	CCCCn1c(N)c(N(CC(C)C)C(=O)Cn2c(=O)oc3ccccc32)c(=O)[nH]c1=O	-3	3	3	1	-3	4	6	16	-2	-1
49	O=C(C1=C(O)C(=O)N(CC2CCCO2)C1c1cccc(Cl)c1)c1ccco1 (centres undefined)	-3	5	3	2	-1	-2	-6	6	4	-4
50	CCc1cc(CNC(=O)CC2C(=O)NCCN2Cc2c(F)cccc2Cl)on1 (centres undefined)	3	-4	-2	-1	7	-1	-1	7	3	0
51	CCC(COC)NC(=O)CCc1nnc(Cc2cccc(C(F)(F)F)c2)o1 (centres undefined)	1	-5	-2	-5	-3	-3	-1	0	2	5
52	CCc1ccc(C(C(=O)NCc2ccc(F)cc2)N(C(=O)c2csnn2)C2CC2)cc1 (centres undefined)	0	-2	-11	-6	4	0	-4	5	-6	-3
53	COc1ccccc1N1CCN(C(=O)c2sc3nc4n(c(=O)c3c2C)CCC4)CC1	4	-7	1	2	1	2	5	0	3	4
54	CC(C)(C)C(=O)N1CCN(c2nc3ccccc3o2)CC1	4	-5	-3	-7	-4	-2	-2	-3	5	4
55	CC(C)c1nc(SCC(=O)NC2CCCC2)c2c(=O)n(C)c(=O)n(C)c2n1	5	-4	4	4	1	1	2	6	6	1
56	Cc1occc1C(=O)Nc1cnn(CCCC(=O)O)c1	0	2	0	2	10	1	2	-2	-1	3
